# Screening data from PubChem.
# GALK inh: galactokinase (human) inhibition | Purified GALK, Kinase-Glo residual ATP luminescence | hit rate 0.007% among 270,000 | P51570 | Potency, µM (titrated, usually from 57.5 µM), without a hit: at the highest dose activity change, negative = inhibition, hits mostly inhibitors | AID 1868; note: potency is the fitted concentration of half-maximal effect; % is set by controls: 0 for no effect and ±100 for the full control effect
#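 Human GALK (5 nM) with 35 uM ATP and 100 uM galactose in 20 mM HEPES pH 8.0, 5 mM MgCl2, 60 mM NaCl, 1 mM DTT, 0.01% BSA. After 1 h at room temperature, leftover ATP was read by Kinase-Glo Plus luminescence.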
# Menin MLL FP TR: menin-MLL binding inhibition, Texas Red mutant peptide; O00255; Menin + Texas Red MLL mutant peptide, fluorescence polarization; Potency, µM (series often up to 61.6 µM), for the others: top-dose FP activity change, negative = inhibition, usual class: inhibitors; hit rate 0.23% among 270,000; AID 1768; active = well fitted inhibition curve with a large enough effect in the polarisation, with a control signal flat, not every such curve was filed as active; inconclusive = small, poorly fitted or top-dose-only effect, or effect the other way, or a change in a side signal; inactive = no such curve, though single readings can be large or run the other way; the % refers to the polarisation; note: potency is the fitted concentration of half-maximal effect; % of control where 0% means no effect; many of its hits are not listed in these tables
# USP2a inh: blocks human ubiquitin-specific protease USP2a; O75604; USP2 core, Ub-CHOP2 coupled fluorogenic reporter, 485/531; Potency, µM (titrated, usually from 38.3 µM), for inactives: at the highest dose activity change, negative = inhibition, usual class: inhibitors; hit rate 0.01% among 330,000;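 note: potency is the fitted concentration of half-maximal effect; plate controls were DMSO wells for no effect and full inhibition by NEM control for full effect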
# Target sequence (O75604 whole entry, looked up): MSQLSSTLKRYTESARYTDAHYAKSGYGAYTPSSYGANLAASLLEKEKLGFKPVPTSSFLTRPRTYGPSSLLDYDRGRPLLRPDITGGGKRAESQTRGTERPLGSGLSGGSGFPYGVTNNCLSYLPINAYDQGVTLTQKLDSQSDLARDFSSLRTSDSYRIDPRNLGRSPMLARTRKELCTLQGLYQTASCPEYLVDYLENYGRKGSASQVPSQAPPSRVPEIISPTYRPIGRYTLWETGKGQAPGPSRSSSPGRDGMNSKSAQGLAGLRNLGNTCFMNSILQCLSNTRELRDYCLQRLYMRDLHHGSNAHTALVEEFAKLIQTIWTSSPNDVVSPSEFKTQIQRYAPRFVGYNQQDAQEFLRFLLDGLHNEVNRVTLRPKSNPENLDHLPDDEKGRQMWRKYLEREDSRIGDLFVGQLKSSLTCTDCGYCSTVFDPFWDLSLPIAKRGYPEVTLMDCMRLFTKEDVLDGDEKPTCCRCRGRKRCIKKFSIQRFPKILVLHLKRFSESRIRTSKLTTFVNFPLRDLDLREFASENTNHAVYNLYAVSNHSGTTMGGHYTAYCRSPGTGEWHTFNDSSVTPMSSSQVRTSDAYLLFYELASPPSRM
#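 Deubiquitinase activity read as fluorescence (485/531 nm) after Ub-CHOP2 cleavage activates the enterokinase reporter on its substrate; USP2 core 10nM, Ub-CHOP2 and substrate 25nM each, 30min compound preincubation then 60min RT; data normalized to NEM, curves fitted.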
# PKM2 act: PKM2 (human) enzyme activation; P14618; purified PKM2, Kinase-Glo ATP luminescence, activation; response scale: 0% is enzyme alone, no compound; Potency, µM (doses to about 57.5 µM), without a hit: top-dose activation, actives largely listed as activators; hit rate 0.34% among 260,000; note: potency is the fitted concentration of half-maximal effect; % is set by controls: 0 for no effect and ±100 for the full control effect; nearly all actives have a fitted effect of over 55% in size
#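 ATP formation by purified human PK-M2, quantified via coupled luciferase luminescence after 1 h at room temperature with 0.1 mM ADP and 0.5 mM PEP final.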
# Giardia killer: kills Giardia lamblia | Giardia lamblia trophozoite viability | activity change, % at 7.66 µM, hits read low | hit rate 0.15% among 340,000 | AID 540267; in the data active = activity change below about -80%; inconclusive = between about -30% and that limit;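 note: parasites exposed to compound for two days anaerobically before the ATP read; % is set by controls: 0 for no effect and ±100 for the full control effect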
#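 Viability, read as ATP luminescence: trophozoites at 100 cells/well, compound added, 48 hrs anaerobic at 37 deg C, then 15-30 min room-temperature development before reading.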
# KCNH2 3.1 inh: blocks the human KCNH2 3.1 channel isoform; U2OS KCNH2 3.1, thallium flux FluxOr; active compounds read low; activity change, % (tested at about 1.8 µM); hit rate 0.95% among 340,000; AID 720553;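 active = maximum activity change below -70%; inconclusive = maximum activity change from -70% to -50%; inactive = maximum activity change above -50%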;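 note: thallium influx rate constant from kinetic fluorescence after stimulation buffer; % is set by controls: 0 for no effect and ±100 for the full control effect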
#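 Measured as rate of thallium-driven FluxOr signal in transduced U2OS cells carrying the 3.1 channel, read kinetically for 2 min upon stimulation; values are rate constants scaled to DMSO control wells.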
# TRPV1 ag: agonists of human vanilloid receptor 1 (TRPV1) | AID 540275 | hit rate 0.19% among 320,000 | TRPV1-expressing cells, Fluo-8 calcium influx, agonist mode | activation, % at 8.33 µM; in the data active = activation above about 80%; inconclusive = between about 30% and that limit; note: 0% is about no effect
#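 Fluo-8 calcium influx in TRPV1-expressing cells, kinetic read (ex 480/em 520 nm). Compound added and read 3 min for agonist activity, followed by capsaicin at EC20 final and 2 min further read for enhancement.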
# FBPA coupling cs: inhibits coupling enzyme system, counter-screen for aldolase hits; coupling enzyme system counterscreen, AmpLite Red fluorescence; hit rate 0.67% among 290,000; activity change, negative = inhibition, % at 58.2 µM, hits read low; in the data active = activity change below about -30%; note: % is set by controls: 0 for no effect and ±100 for the full control effect
#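 First, compound is pin-transferred into glyceraldehyde-3-phosphate coupling-enzyme reagent at 57.5 uM final and held 10 min at RT. Next, substrate, coupling system and AmpLite Red are added. After 20 min RT, fluorescence (525/598 nm) is read.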
# B2AR arrestin: agonists driving beta-arrestin recruitment to human beta2-adrenergic receptor | hit rate 0.02% among 330,000 | AID 492947 | beta-arrestin recruitment to beta2AR, cell-based reporter | P07550 | Potency, µM (series often up to 46.1 µM), for inactives: top-dose activation, most hits filed as activators;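 note: potency is the fitted concentration of half-maximal effect; 0% = DMSO controls and full agonism = EC100 isoproterenol or metaproterenol; nearly all actives have a fitted effect of over 65% in size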
# Target sequence (P07550 whole entry, looked up): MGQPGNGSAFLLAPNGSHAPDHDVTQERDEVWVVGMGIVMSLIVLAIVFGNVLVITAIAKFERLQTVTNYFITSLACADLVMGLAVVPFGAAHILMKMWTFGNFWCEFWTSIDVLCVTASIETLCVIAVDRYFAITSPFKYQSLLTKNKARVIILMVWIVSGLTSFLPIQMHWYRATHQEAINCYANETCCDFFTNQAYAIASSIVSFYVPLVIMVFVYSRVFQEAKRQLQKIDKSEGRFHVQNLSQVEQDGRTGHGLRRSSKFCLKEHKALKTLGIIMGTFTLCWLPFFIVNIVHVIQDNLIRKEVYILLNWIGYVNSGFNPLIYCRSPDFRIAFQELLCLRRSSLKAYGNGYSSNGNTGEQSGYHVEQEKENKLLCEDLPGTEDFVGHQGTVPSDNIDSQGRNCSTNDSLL
# hERG WT inh: blocks the wildtype human KCNH2 potassium channel. Q12809. U2OS, BacMam KCNH2, thallium flux FluxOr; active compounds read low. activity change, % at 1.84 µM. hit rate 0.37% among 340,000;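 active = maximum activity change below -70%; inconclusive = maximum activity change between -70% and -50%; inactive = maximum activity change above -50%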; note: % is set by controls: 0 for no effect and ±100 for the full control effect
#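 U2OS cells transduced with wild-type KCNH2 virus are loaded with FluxOr dye for 45 min, and thallium flux is measured in kinetic reads before and after stimulation buffer. Rate constants are normalized to DMSO controls.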
# MLL CXXC-DNA inh: MLL CXXC-DNA interaction inhibition; Q03164; MLL-CXXC / FITC-HOXA9 DNA fluorescence polarization; Potency, µM (doses to about 115 µM), inactives show at the highest dose activity change, negative = inhibition, hits mostly inhibitors; hit rate 0.037% among 290,000; AID 2662; active = well fitted inhibition curve with a large enough effect in the polarisation, with a control signal flat, not every such curve was filed as active; inconclusive = small, poorly fitted or top-dose-only effect, or effect the other way, or a change in a side signal; inactive = no such curve, though single readings can be large or run the other way; the % refers to the polarisation; note: potency is the fitted concentration of half-maximal effect
#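 Steps: dispense CXXC domain solution (7 uM) → pin compounds or unlabeled HOX-A9 DNA control → 5 min ambient → add FLSN-HOX-A9 solution (50 nM) → spin → 30 min ambient → fluorescence polarization. Tris pH 7.5/NaCl/DTT/BSA buffer.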
# An asterisk follows results filed as active; i = inactive; u = inconclusive; x = not tested or not shown; & = joins results of further samples; [ ] = dose if it differs, or a comment. Unless noted, calls come from the whole dose curve; as a rule, active = well fitted curve in the direction sought with a large enough effect; inconclusive = small, poorly fitted or top-dose-only effect, or another doubt; inactive = no such curve, though single readings can be large; an effect the other way counts as inactive or inconclusive.
SMILES,GALK inh,Menin MLL FP TR,USP2a inh,PKM2 act,Giardia killer,KCNH2 3.1 inh,TRPV1 ag,FBPA coupling cs,B2AR arrestin,hERG WT inh,MLL CXXC-DNA inh
C=CCN1C2CCCC1CC(NC(=S)Nc1ccc(Cl)cc1)C2 (stereo not given),0.3%,0.3%,-0.9%,3.2%,13.8,-2.8,0.4,2.7,0.1%,49.6,-0.7%
Cc1cnc(CNC(=O)c2ccc3oc(C(C)C)nc3c2)[nH]1,0.3%,x,1.1%,x,3.6,2.9,1.2,x,-0.4%,-14.4,12.2%
COc1ccc(OCCCSc2ncccn2)cc1,0.1%,-5.9%,4.4%,-2.9%,0.6,3.8,5.7,-2.2,-0.8%,12.7,2.9%
COc1ccc(-c2coc3cc(OC(=O)N4CCOCC4)ccc3c2=O)cc1,-1.4%,-14.5%,1.1%,-8.9%,3.3,-7.7,17.4,0.4,-0.8%,-0.8,-2.5%
COc1cc(CC(=O)NCCCc2ccccc2)cc(OC)c1OC,-2.6%,4.5%,-1.1%,-1.4%,7.3,3.3,0.7,-0.7,0.3%,-2.5,16.3%
COc1cccc(OC)c1C(=O)Nc1ccc(N2CCN(C(=O)c3cccs3)CC2)cc1,-5.4%,-6.4%,0.8%,-0.2%,0.6,8.1,-1.5,2.0,0.6%,2.4,0.9%
COc1ccc(N2C(=O)CSC2c2ccc(F)cc2)cc1 (stereo not given),x,-5.7%,-1.5%,x,-6.5,2.1,0.7,0.6,0.3%,-0.8,18.3%
Cc1cc(Cl)ccc1OC(C)C(=O)OCC(=O)c1ccc[nH]1 (stereo not given),x,x,-3.9%,x,-4.4,-5.1,x,x,-0.3%,-3.5,x
COCCNC(=O)COc1ccc(C)cc1C,3.2%,-16.6%,-1.2%,-2.3%,-3.1,4.0,-5.4,4.1,0.3%,-0.5,6.3%
Clc1ccccc1-c1ncc(-c2ccccc2)o1,-0.8%,18.3%,1.1%,-7.0%,u,24.8,-1.6,0.3,-1.0%,-3.0,-5.7%
O=C(COC(=O)c1cccc(S(=O)(=O)NCc2ccccc2)c1)NCC1CCCO1 (stereo not given),-0.3%,-0.5%,1.1%,0.5%,-28.8,2.9,-1.2,-0.1,-0.1%,-7.3,-8.3%
O=c1c2ccccc2oc2cc(-c3ccc4cc[nH]c4c3)ccc12,x,x,1.2%,x,-5.2,6.2,x,x,0.0%,0.3,x
COc1cccc(C(=O)NC(=S)N2c3ccccc3CC2C)c1OC (stereo not given),-2.0%,4.9%,-0.5%,-1.1%,4.7,9.2,4.7,-1.3,0.1%,-0.7,2.9%
Cc1cc2cc3c(cc2nc1SCC(=O)N1CCOCC1)OCO3,-2.1%,x,0.6%,x,-1.8,16.0,21.8,1.8,0.3%,-7.4,17.0%
CCc1cccc2c1NC1(CCCC1)CC2C (stereo not given),0.3%,u,9.1%,-8.4%,-12.1,-11.3,5.7,-4.1,0.3%,-1.8,-6.0%
Cc1ncoc1C(=O)NC1CC(C)(C)Cc2c1cnn2-c1ccc(F)cc1 (stereo not given),-10.1%,x,-0.8%,x,-15.3,15.1,84.5*,x,-0.3%,2.1,-5.1%
Cc1ccc(-c2nc(N)sc2C)cc1,5.2%,1.7%,-2.4%,-4.0%,13.4,-1.4,-3.9,-0.6,0.1%,5.2,-0.6%
COc1cccc(N2CC(NC(=O)C(=O)c3c[nH]c4ccccc34)CC2=O)c1 (stereo not given),x,x,0.5%,x,3.6,3.7,2.5,x,0.3%,1.4,x
Fc1ccccc1-n1[nH]nnc1=S,0.6%,-0.4%,x,-22.6%,-20.2,-4.0,3.4,1.2,x,-1.2,-6.6%
Cc1cc(C)c(S(=O)(=O)Nn2cnnc2)c(C)c1,3.6%,2.3%,0.2%,2.8%,-4.4,0.2,0.0,3.5,0.0%,-29.2,8.2%
O=C(Nc1ccccc1C(F)(F)F)c1ccc(F)c(S(=O)(=O)N2CCOCC2)c1,5.6%,5.2%,0.5%,-1.9%,-10.0,-6.9,7.9,6.6,0.0%,8.7,0.3%
CCc1ccc(NC(=O)CNC(=O)Cn2ccc3ccccc3c2=O)cc1,4.3%,u,0.8%,0.7%,-4.2,14.1,4.0,0.2,0.3%,-3.0,22.5%
CCCCn1c(=O)nc2n(-c3ccccc3C)c3ccccc3cc-2c1=O,1.0%,-3.4%,-0.9%,-4.7%,5.7,-1.3,1.0,-0.4,-1.3%,20.5,-0.2%
O=C(CSc1ccccc1)NNC(=O)c1ccccc1O,-2.3%,x,-0.4%,2.1%,3.9,-45.4,u,x,-0.6%,0.3,22.1%
COc1ccc(N2C(=O)C3CCCN3C2c2ccccc2)cc1Cl (stereo not given),0.0%,u,1.8%,-3.3%,6.2,22.7,-1.9,-1.4,0.3%,-4.0,14.9%
N=c1ccn2c(n1)OC1C(O)C(CO)OC12 (stereo not given),4.5%,-4.2%&4.8%&2.5%,6.7%,2.1%,-6.6,-3.4,-2.2,-0.6&4.1&-1.7,-0.4%,-1.5,10.4%
COc1ccc2ccccc2c1CNC(=O)CC1C(=O)NCCN1CC(C)C (stereo not given),-1.5%,-20.9%,0.9%,0.0%,2.6,5.6,-4.9,-5.4,0.0%,1.2,6.4%
CCc1ccc(CNC(=O)C2CCN(c3nnc(C)c4c(C)n(-c5ccc(C)cc5)nc34)CC2)cc1,6.8%,-28.2%,-2.3%,-1.0%[0.46 µM],10.9,u,0.9,-1.1,0.1%,u,12.0%
CN(C)CCNC(=O)C(=O)NCC1OCCN1S(=O)(=O)c1cc(F)ccc1F (stereo not given),-2.4%,x,0.6%,-1.6%,-10.7,11.3,-2.2,x,-1.0%,7.5,24.7%
Fc1cccc(Nc2nc(Cl)nc(Cl)n2)c1,-1.2%,7.7%,3.8%,-10.0%,-1.3,-15.2,-1.5,5.6,-0.4%,-8.0,-2.9%
CCc1nnc(NC(=O)Cn2nc(-c3ccccc3OC)ccc2=O)s1,2.7%,1.0%,-0.4%,-2.7%,-8.5,-6.6,2.9,3.2,0.3%,-27.7,-8.9%
Cc1cc([N+](=O)[O-])nn1CC(=O)Nc1ccccn1,-0.7%,-22.1%,0.2%,-0.4%,u,-4.8,-2.6,2.6,-0.1%,-3.4,7.8%
N#Cc1nc(-c2ccc(Cl)cc2)oc1N1CCCCC1,3.2%,13.3%,-0.3%,-7.3%,23.2,-2.3,-1.9,-0.4,-0.4%,-2.7,-2.0%
CCOC(=O)N1CCC(NC(=O)c2ccc3c(c2)N(Cc2ccc(C)cc2)CCS3)CC1,3.3%,u,2.0%,25.2%,-18.1,-7.9,10.1,0.2,0.1%,-0.8,-1.6%
CCOC(=O)CNC(=O)C1CCCN(c2ncccn2)C1 (stereo not given),-0.1%,-0.8%,1.0%,2.1%,-2.8,-3.0,-2.1,2.7,0.0%,11.6,-0.3%
CC(Sc1ccc([N+](=O)[O-])cn1)C(=O)Nc1nccs1 (stereo not given),14.5%,-2.6%,-0.1%,6.31µM*,-15.1,-11.8,7.0,-0.1,0.1%,-6.8,-5.4%
CCCCN(C)C1CCN(C(=S)Nc2cccc(SC)c2)CC1,-1.9%,-28.1%,0.9%,-3.1%,14.7,-17.4,-1.2,0.2,-0.2%,24.8,17.5%
CC1=C(C)C(=O)C(N2CCOCC2)=CC1=O,-1.2%,-11.0%,-0.8%,0.6%,-4.9,28.9,-6.3,-60.3*,0.4%,-2.6,-23.7%
O=C(O)CCC(=O)N1c2ccccc2NC2=C(C(=O)CC(c3ccc(F)cc3)C2)C1c1ccc([N+](=O)[O-])o1 (stereo not given),1.6%,28.1%,1.6%,-2.4%,-3.0,-17.1,-5.9,-1.1,-0.3%,i,-4.5%
O=C(OCc1nnc(-c2ccc([N+](=O)[O-])cc2)o1)c1ccc(F)c(S(=O)(=O)N2CCOCC2)c1,x,x,-1.0%,x,-15.1,-33.0,-1.4,x,-0.3%,12.3,x
Cc1ccc(O)c(C(CC(=O)N2CCCC2)c2ccccc2)c1 (stereo not given),x,-12.8%,3.5%,-10.3%,13.4,5.2,2.2,-3.2,0.2%,2.2,0.4%
CCC/C(O)=C1\C(=O)CC(C)(C)CC1=Nc1ccccc1OC,0.0%,-0.3%,-5.1%,0.4%,4.8,5.5,u,2.7,0.1%,-1.6,-11.9%
CN1C(=O)C2(NCCc3c2[nH]c2ccccc32)c2ccccc21 (stereo not given),-2.9%,7.5%,-0.2%,-9.8%,-7.0,-9.8,4.7,0.8,0.1%,-0.6,-2.4%

# A portion of the library; the hit share may differ from the screen's.
